FXIa inh: factor XIa (human) inhibition. inhibition, % at 5 µM. actives 0.14% (n = 220,000). purified FXIa, Boc-Glu-Ala-Arg-AMC fluorogenic substrate;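 active means inhibition of at least 40%; inactive means inhibition below 40%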;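 further: fluorescence of freed AMC excited at 355 nm; 0% = enzyme without compound and 100% = no enzyme blank; many of its hits are not listed in these tables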
MDM2 E3 inh: Mdm2 E3 ligase (human) inhibition | cell-based MDM2 ubiquitination luciferase reporter, 2 h; 0 = plate control, 100 = twice control, blank-subtracted | Q00987 | actives 0.11% (n = 210,000) | signal enhancement, % at 5 µM;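 active means signal enhancement of 30% or more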;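 further: luminescence tracks abundance of the self-degrading MDM2-luciferase fusion protein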
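System: stable MDM2–luciferase fusion reporter cells / Input: 2000 cells seeded into each well / Schedule: 4 h settle plus 2 h compound, 37 °C / Compound: single-point 5 µM / Buffer or medium: cells held in DMEM / Benchmarks: control and blank well means / Evaluation: percent signal gain over controls, blank-subtracted / Measured by: luciferase luminescence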
Rad51 HR inh: Rad51 (human) homologous recombination inhibition. hRad51 DNA strand exchange, fluorescence dequenching. inhibition, % at 10 µM. actives 0.085% (n = 200,000);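 active means inhibition above 40% at the single screening dose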;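 further: 0% = DMSO control wells and 100% = blanks with heterologous ssDNA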
Target sequence (Q06609 whole entry, looked up): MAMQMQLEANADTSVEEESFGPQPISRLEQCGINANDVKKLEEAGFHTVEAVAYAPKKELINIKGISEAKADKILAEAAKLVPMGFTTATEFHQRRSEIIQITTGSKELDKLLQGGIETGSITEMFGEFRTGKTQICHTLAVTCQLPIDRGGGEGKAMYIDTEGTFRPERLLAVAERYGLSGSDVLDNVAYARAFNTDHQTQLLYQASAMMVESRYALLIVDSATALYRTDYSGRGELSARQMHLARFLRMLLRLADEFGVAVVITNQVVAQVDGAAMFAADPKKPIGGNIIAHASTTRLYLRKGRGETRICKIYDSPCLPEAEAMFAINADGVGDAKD
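Read-out basis: percent inhibition relative to plate controls and blanks / Assay system: human Rad51 nucleoprotein filaments preassembled on unlabelled ssDNA / Timing: filaments 15 min 37 °C, then compound 30 min / Control set: per-plate controls and blanks / Technique: fluorescence dequenching at 485/520 nm / Compound: 10 µM final, single point / Also added: Fluorescein- and BHQ1-tagged 47-mer duplex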
14-3-3 Bad PPI: disrupts binding of bovine 14-3-3 zeta to phospho-Bad peptide | TR-FRET 14-3-3zeta/Dy647-pBad peptide displacement, 1 h | inhibition, % at 21.7 µM | actives 0.71% (n = 220,000) | AID 781;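 active means inhibition above about 70%, limit read from the data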;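 further: 0% = full 14-3-3 plus peptide FRET controls and 100% = background without 14-3-3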
p97 inhibitor: blocks human p97 ATPase activity; P55072; recombinant p97 ATPase, Kinase-Glo ATP luminescence, 3 h; inhibition, % at 8 µM; actives 0.42% (n = 220,000); AID 1481; in the data active means inhibition above about 15%;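 further: 0% = DMSO vehicle and 100% = wells lacking enzyme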
eIF4E-4G inh: blocks eIF4E binding to eIF4G | P63073+Q04637 | TR-FRET eIF4E-eIF4GI(517-606) binding, 2 h | inhibition, % at 21.7 µM | actives 0.37% (n = 220,000) | AID 782;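 active means inhibition above about 30%, limit read from the data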;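 further: 0% = full FRET control wells and 100% = background wells lacking eIF4GI fragment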
FXIIa inh: inhibitors of human coagulation factor XIIa; purified FXIIa, Boc-QGR-AMC fluorogenic substrate, 2 h; inhibition, % at 5 µM; actives 0.3% (n = 220,000); AID 800; in the data active means inhibition above about 40%;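 further: 0% = enzyme with no compound and 100% = blank without enzyme; many of its hits are not listed in these tables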
Wee1 degr inh: blocks degradation of human Wee1 kinase. HeLa Luc-Wee1K328M stability, luciferase luminescence; 100% = proteasome inhibitor MG132 effect. actives 1.2% (n = 220,000). P30291. reporter increase, % at 5 µM;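 active means activation above the mean of all tested compounds plus 3 SD, set per screening run, cut at about 8.8% in these data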;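 further: cells exposed to compound for 20 h before luminescence read; 0% = DMSO alone and 100% = MG132 at 30 µM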
Target sequence (P30291 whole entry K328M): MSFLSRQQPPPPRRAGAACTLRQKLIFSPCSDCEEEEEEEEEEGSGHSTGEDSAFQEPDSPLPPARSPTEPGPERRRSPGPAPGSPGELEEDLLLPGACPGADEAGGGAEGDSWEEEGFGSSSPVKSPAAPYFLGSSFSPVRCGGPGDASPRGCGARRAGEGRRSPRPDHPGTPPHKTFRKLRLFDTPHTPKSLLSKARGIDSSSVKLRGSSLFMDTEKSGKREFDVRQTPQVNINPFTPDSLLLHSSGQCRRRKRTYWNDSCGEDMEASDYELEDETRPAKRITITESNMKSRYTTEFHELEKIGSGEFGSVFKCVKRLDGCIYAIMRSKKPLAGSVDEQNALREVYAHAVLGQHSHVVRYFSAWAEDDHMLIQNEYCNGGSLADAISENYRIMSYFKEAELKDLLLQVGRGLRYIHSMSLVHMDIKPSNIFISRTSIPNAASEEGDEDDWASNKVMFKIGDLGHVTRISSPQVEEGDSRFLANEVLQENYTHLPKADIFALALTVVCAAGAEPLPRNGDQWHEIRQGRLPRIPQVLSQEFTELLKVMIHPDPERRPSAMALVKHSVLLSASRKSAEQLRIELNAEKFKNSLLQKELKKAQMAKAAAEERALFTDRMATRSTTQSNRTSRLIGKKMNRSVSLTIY
KLK5 inh: kallikrein 5 (human) inhibition; Q9Y337; recombinant hK5, fluorogenic AMC substrate cleavage; inhibition, % at 5 µM; actives 0.59% (n = 210,000); AID 873;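 active means inhibition of 40% or more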;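 further: 0% = enzyme controls without compound and 100% = no-enzyme blanks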
An asterisk follows results filed as active; nt = no result given; [ ] = remark or other dose. An unsorted share of the library; 3.5% or so of the library scored in one or more.

SMILES	FXIa inh	MDM2 E3 inh	Rad51 HR inh	14-3-3 Bad PPI	p97 inhibitor	eIF4E-4G inh	FXIIa inh	Wee1 degr inh	KLK5 inh
CC(C)c1ccc(S(=O)(=O)c2cc3cc(Br)ccc3oc2=O)cc1	5	4	0	1[fluorescence artefact?]	11	-2	20	-3	2
COC(=O)c1cccc(NC(=O)NC23CC4CC(CC(C4)C2)C3)c1	-10	-7	3	-6	-6	2[fluorescence artefact?]	7	-1	-4
C=CCN1C(=O)CN=C1Nc1ccc(OC)cc1OC	6	-16	-1	11[fluorescence artefact?]	-3	0[fluorescence artefact?]	14	2	-3
CCCNC(=O)c1c(O)c2c([nH]c1=O)CCCC2	1	-7	nt	-10	3	-3	4	0	-4
Cn1cc(/C=N/NC(=O)COc2ccccc2[N+](=O)[O-])c2ccccc21	10	-7	8	-12[fluorescence artefact?]	6	-1	5	3	-1
S=C(NCc1ccco1)N/N=C/c1ccccc1Cl	7	1	-22	6	2	12	14	2	-15
COc1ccc(Br)cc1S(=O)(=O)NCCCN1CCOCC1	-2	-9	nt	-7	5	0	3	-3	-1
CC1(C)CC(=O)N(CC(=O)NC2CCCC2)c2ccccc2S1(=O)=O	2	-5	-4	5	-2	-2	2	3	-2
Cc1ccc(CN=c2c([N+](=O)[O-])nn(-c3ccc4c(c3)OCCO4)n2O)cc1	8	-10	11	-15[fluorescence artefact?]	3	8	21	4	-16
CCOc1ccc(C(=S)NC2CCCCC2)cc1OC	5	-10	5	-7	2	11	14	0	-9
O=C(NN1CCOCC1)c1cc(-c2cccc(Cl)c2)nc2ccccc12	6	-4	0	-15	0	-6	15	-2	-2
C/C(=N/NC(=O)CN1CCN(Cc2ccccc2Cl)CC1)c1cccnc1	-1	-6	nt	5	4	-1	9	6	3
Cc1ccc(/C=N/c2sc3c(c2C(N)=O)CCCC3)o1	1	-23	nt	1	5	-1	11	-2	nt
CCOC(=O)C1(CCCc2ccccc2)CCN(C(=O)CCc2cnccn2)CC1	-2	-7	2	-8	-5	4	6	-2	nt
COc1ccc(NS(=O)(=O)c2cccc3nsnc23)cc1OC	2	-4	-2	-12[fluorescence artefact?]	5	-6	11	-2	-1
CCOc1cc(/C=C2\C(=O)N(c3ccc(C(N)=O)cc3)N=C2C)ccc1OC(=O)c1cccs1	-4	1	3	18	12	-7	13	4	-22
COC(=O)c1ccccc1NC(=O)C1CC(c2ccccc2O)=NO1 (stereo not drawn)	-11	0	10	-2	2	12	4	-1	-7
CCOC(=O)CNC(=O)c1sc(NC(=O)/C=C/c2ccccc2)nc1C	2	nt	-1	5	-1	-12	6	0	8
CC(Sc1ccccc1)C(=O)N(CCC#N)Cc1cccnc1 (stereo not drawn)	-4	-6	3	-3	1	-3	12	-2	-3
c1ccc(-c2csc(NC3=NCCCCC3)n2)cc1	1	-13	-1	-3	0	3	10	-1	-9
O=C(CCSc1ccccc1)Nc1ncccn1	2	-7	2	0[fluorescence artefact?]	2	3[fluorescence artefact?]	19	3	5
OC(c1nnc(-c2ccccc2)o1)c1cccs1 (stereo not drawn)	-5	32*	-3	0	2	5	7	0	-2
CCOC(=O)C1CCN(C(=O)c2ccccc2NS(=O)(=O)c2cc(C)ccc2C)CC1	13	-19	-3	2	10	-1[fluorescence artefact?]	1	0	-4
CCOC(=O)/C(=N\Nc1ccccc1Cl)N1CC(C)OC(C)C1 (stereo not drawn)	0	nt	16	8	2	-7	2	0	5
COc1ccc(C2=NOC(C(=O)Nc3cccnc3)C2)cc1 (stereo not drawn)	0	-7	-2	-3	0	1	18	-3	-7
O=C(NC1CC1)C1=C[C@@H](c2ccc3c(c2)OCO3)C[C@@H](OCCCCO)O1	-3	14	-6	-5	nt	-1	5	nt	-2
COc1cccc(C(c2sc3nc(C)nn3c2O)N2CCN(c3ccccc3F)CC2)c1 (stereo not drawn)	1	-11	-6	3	-2	2	12	6	-1
COc1ccc(N2C(=O)CC(N3CCN(C4CCc5ccccc5C4)CC3)C2=O)cc1 (stereo not drawn)	-5	-18	-3	7	-4	4[fluorescence artefact?]	9	0	1
CCCCN1CC(O)=C(c2nc3ccccc3s2)C1=N	8	-27	6	-3	3	2[fluorescence artefact?]	-5	-2	-22
CC(=O)c1ccc(N2C(=O)C3C(C2=O)C(C(=O)c2ccc(Cl)cc2)N2CCCC32)cc1 (stereo not drawn)	12	-25	-26	-15	-3	-10	8	11*	42*
CC(C)(C)c1ccc(S(=O)(=O)n2c(CN3CCOCC3)nc3ccccc32)cc1	5	-8	3	nt	2	nt	11	0	-1
COC(=O)c1c(NC(=O)CCCC(=O)O)sc(C)c1C	-4	-10	1	-15	5	-3	15	-1	-19
O=C(O)CC1C(=O)NCCN1C/C=C/c1ccccc1 (stereo not drawn)	3	-5	1	-2	0	0[fluorescence artefact?]	11	0	-3
Cc1ccc(C2NC(=O)NC(O)(C(F)(F)F)C2C(=O)c2ccccc2)o1 (stereo not drawn)	8	1	5	-6	-2	1	15	1	-6
Cn1c(=O)c2c(O)c(C=Nc3ccc(F)cc3)c(=O)n(C)c2n(C)c1=O	0	4	-2	0	8	3	4	0	-8
Cc1cccc(-c2ccc(C=Nc3c(C)n(C)n(-c4ccccc4)c3=O)o2)c1	3	-13	4	-15[fluorescence artefact?]	5	-1[fluorescence artefact?]	15	0	-14
Cc1ccc2nc(-c3cccc(NC(=O)c4ccc5c(c4)OCCO5)c3)oc2c1	15	-16	2	26	5	-19	26	1	-11
CC1CCN(CC(=O)Nc2cccc(Cl)c2)CC1	-2	-6	9	-4	1	0	nt	-2	-1
CCOC(=O)c1ccccc1NC(=S)N1CC(C)CC(C)C1 (stereo not drawn)	5	-14	0	-9[fluorescence artefact?]	-1	8	13	15*	-8
COc1ccc(Nc2nc(-c3ccc4c(c3)NC(=O)CO4)cs2)cc1	0	-7	4	-5	3	2	4	4	-1
Cc1ccc(/C=N/NC(=S)N2CCOCC2)cc1	-2	-12	-1	-11	-2	-1[fluorescence artefact?]	-4	2	-89
Cc1cc(C)cc(NC(=O)C2CCN(c3nc(C)cc(C)n3)CC2)c1	-3	-11	-2	1	2	-19[fluorescence artefact?]	13	-3	-16
CCCS(=O)(=O)N1CCN(C2CCC(C)CC2)CC1 (stereo not drawn)	-2	-7	-18	58	4	5	7	-3	2
Cc1cc(NCCCn2ccnc2)n2nc(C)c(-c3ccc(Cl)cc3)c2n1	-3	-12	1	0	3	2	6	1	-8
COc1ccc(NC(=O)CSc2ccc(NC(C)=O)cc2)cc1S(=O)(=O)N1CCCCC1	2	8	-5	-8	-1	0	6	1	-5
Cc1ccc(/C=C/C(=O)c2ccccc(=O)c2O)c(C)c1	5	0	nt	23	7	-9	15	1	4
Cc1ccc(S(=O)(=O)CCC(=O)N2CCc3ccccc32)cc1	-8	1	nt	-5[fluorescence artefact?]	-2	0[fluorescence artefact?]	-3	0	-19
CC(C)c1ccc(/C=C/C(=O)NNC(=O)c2cccnc2)cc1	-3	-14	6	-17	1	-4	15	-3	-79
COc1ccccc1CCNC(=O)CCn1c(=O)oc2ccccc21	-8	-15	-1	4[fluorescence artefact?]	9	5[fluorescence artefact?]	5	7	-30
Cc1ccc(N2CN=c3s/c(=C\c4ccccn4)c(=O)n3C2)cc1	5	-1	-8	-10[fluorescence artefact?]	3	-4[fluorescence artefact?]	10	3	-9

Single entries from the entries so far.
COc1ccc(NC(=O)CSc2ccc(NC(C)=O)cc2)cc1S(=O)(=O)N1CCCCC1 in FXIa inh has 2
Cc1ccc(/C=N/NC(=S)N2CCOCC2)cc1 in p97 inhibitor has -2
CCCS(=O)(=O)N1CCN(C2CCC(C)CC2)CC1 (stereo not drawn) in MDM2 E3 inh has -7

Back to the main list, repeating the two entries before the break.
SMILES	FXIa inh	MDM2 E3 inh	Rad51 HR inh	14-3-3 Bad PPI	p97 inhibitor	eIF4E-4G inh	FXIIa inh	Wee1 degr inh	KLK5 inh
COc1ccccc1CCNC(=O)CCn1c(=O)oc2ccccc21	-8	-15	-1	4[fluorescence artefact?]	9	5[fluorescence artefact?]	5	7	-30
Cc1ccc(N2CN=c3s/c(=C\c4ccccn4)c(=O)n3C2)cc1	5	-1	-8	-10[fluorescence artefact?]	3	-4[fluorescence artefact?]	10	3	-9
Cc1ccc(-c2ccnc3nc(-n4cccc4)nn23)o1	-3	0	-8	-8	-2	0	2	1	-7
CC(=O)Nc1ccc2nc(SCC(=O)O)sc2c1	0	-6	1	34	6	2	10	-3	-10
COc1ccc(-c2csc(N=C(N)N)n2)cc1	-2	-9	-24	-2	-3	1	9	3	-4
COC(=O)c1ccc(CNC(=O)COC(=O)C2CC3C=CC2C3)cc1 (stereo not drawn)	-3	0	3	-6	1	0	4	0	0
COc1cc2[nH]c(=S)nc(NC3CCCC3)c2cc1OC	-10	-2	-3	-5	5	-5	4	-5	-3
CNc1ccccc1C(=O)OCC(=O)c1ccc(F)cc1	-5	-13	12	7	2	4	-4	-1	-18
CCOc1ccc(N2C(=O)CC(NC3CCCCNC3=O)C2=O)cc1 (stereo not drawn)	5	-11	11	-6	4	-2	13	0	-9
COC(=O)c1ccc(/C=N/Nc2nc(-c3ccc(Cl)cc3Cl)cs2)cc1	-1	nt	nt	-4	-2	0	7	2	nt
Cn1nnnc1SCC(=O)Nc1nc2ccccc2s1	-8	-2	6	-5	1	2	-1	-1	-4
O=C1C=C(c2ccccc2)CC(c2cccs2)C1n1cnc([N+](=O)[O-])c1 (stereo not drawn)	0	-17	-12	5	2	11[fluorescence artefact?]	8	-2	3
OCCC1CN(Cc2nc(-c3ccccc3)cs2)CCN1CCc1ccccc1 (stereo not drawn)	0	-6	1	-14	-2	0	5	-2	nt
COC(=O)c1sc(N2C(=O)C(=O)/C(=C(/O)c3ccccc3)C2c2ccco2)nc1C (stereo not drawn)	1	-1	nt	1	-3	-3[fluorescence artefact?]	7	3	-7
Cc1ccc(CCNC(=O)CNC(=O)c2cccs2)cc1	-3	-16	6	0	-3	-3	4	3	-2
C#CCOCCOCCOCCNc1nc(N2CCOCC2)nc(N2CCN(C(=O)Cn3cc(CC(C)O)nn3)CC2)n1 (stereo not drawn)	4	nt	1	31	8	5	8	-3	-8
O=C(c1cccnc1)N1CCc2ccccc21	2	-20	-4	3	4	-6	12	4	15
Cc1ccc(NC(=O)CN(C)CC(=O)Nc2cccc(F)c2)cc1S(=O)(=O)N1CCCCCC1	4	14	-8	39	0	1	10	-1	0
C=CCn1c(SCC(=O)NC2CCCCC2)nnc1C(C)NC(=O)c1cccs1 (stereo not drawn)	-11	-14	-4	-7	2	2	7	-3	-20
COc1ccc(CCNC(=S)Nc2cc(C)ccc2C)cc1	-7	-5	-5	-9	-4	-4[fluorescence artefact?]	13	5	-4
Oc1ccc(N2CCN(C(c3cccs3)c3nnnn3CCc3ccccc3)CC2)cc1 (stereo not drawn)	-1	10	7	8	8	1	7	-1	-19
CCC(C(=O)OCC(=O)c1ccc2c(c1)NC(=O)CO2)c1ccccc1 (stereo not drawn)	1	-6	-6	5	-2	-2	nt	-1	4
COc1cccc(/C=N/NC(=O)c2cnn(-c3ccccc3)c2N)c1	1	-4	-2	-5	9	1	0	0	2
Cc1ccc(C(=O)NCC2CCCO2)cc1N1CCCC1=O (stereo not drawn)	-1	-15	-2	8	-5	-5	4	3	-1
